AMA1 RON2 block: inhibitors of Plasmodium falciparum AMA1-RON2 interaction; AlphaScreen AMA1-biotinylated RON2 peptide binding; Potency, µM (doses to about 58.2 µM), inactives show top-dose activity change, negative = inhibition, actives largely listed as inhibitors; 0.2% of 360,000 active; AID 720542;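 note: potency is the fitted concentration of half-maximal effect; 0% = vehicle wells and -100% = peptide control; nearly all actives have a fitted effect of over 45% in size; some results filed as inactive show a strong effect at the top dose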
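AMA1 (3D7) with his tag at 25 nM final met compounds first, then biotinylated RON2 peptide at 25 nM; detection used donor plus acceptor beads, 10 µg/mL apiece, read by AlphaScreen after 30 min at room temperature.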
HCMV antiviral: blocks human cytomegalovirus replication | activity change, negative = inhibition, % at 57.5 µM | AID 1259415 | HFF cells, HCMV-luciferase reporter, 72 h; hits give low values | 4.5% of 410,000 active; in the data active = activity change below about -60%; inconclusive = no clear call, values can overlap the other calls; inactive = above about -39%
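Cell-based, HFFs, 1000 cells/well, 16 h 37C; cpds in DMSO + HCMV-luc, MOI 1 PFU/cell; 72 h 37C; OneGlo luminescence after 5 min RT; norm. to buffer vs Salinomycin 10uM.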
HCV inh: inhibitors of hepatitis C virus infection | 3.4% of 340,000 active | AID 651820 | Huh7.5.1 HCVcc-Cre infection, luciferase reporter, 44 h | Potency, µM (series often up to 41.8 µM), without a hit: at the top dose activity change, negative = inhibition, most hits filed as inhibitors; note: potency is the fitted concentration of half-maximal effect
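Seed cells (1,000/well) for 4 h; treat with compound and infect with HCVcc-Cre, moi about 0.5. Incubate 44 h, then detect luciferase activity.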
LmPK inhibitor: inhibitors of Leishmania mexicana pyruvate kinase; Q27686; purified LmPK, Kinase-Glo ATP luminescence, 1 h; Potency, µM (doses to about 57.5 µM), inactives show at the highest dose activity change, negative = inhibition, usual class: inhibitors; 0.37% of 290,000 active; note: potency is the fitted concentration of half-maximal effect
Target sequence (Q27686 whole entry, looked up): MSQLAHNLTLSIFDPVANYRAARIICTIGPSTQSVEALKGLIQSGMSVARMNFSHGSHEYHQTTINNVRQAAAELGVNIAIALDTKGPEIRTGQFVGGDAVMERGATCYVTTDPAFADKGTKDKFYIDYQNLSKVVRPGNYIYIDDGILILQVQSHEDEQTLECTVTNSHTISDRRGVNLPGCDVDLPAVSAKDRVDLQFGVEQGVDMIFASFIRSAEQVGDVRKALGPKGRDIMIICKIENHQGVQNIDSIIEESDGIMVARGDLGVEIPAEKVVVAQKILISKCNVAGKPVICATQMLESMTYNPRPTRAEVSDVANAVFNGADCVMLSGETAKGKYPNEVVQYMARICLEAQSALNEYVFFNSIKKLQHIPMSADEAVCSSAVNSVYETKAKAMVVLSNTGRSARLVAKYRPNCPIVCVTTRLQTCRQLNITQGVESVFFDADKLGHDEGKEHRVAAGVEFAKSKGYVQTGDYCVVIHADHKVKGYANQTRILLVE
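Pyruvate kinase activity monitored as ATP production (luciferase luminescence). Conditions: 0.1 nM enzyme, 0.5 mM PEP, 0.1 mM ADP, 1 h, RT; normalized against uninhibited and no-enzyme wells.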
TbPYK inhibitor: inhibitors of Trypanosoma brucei pyruvate kinase; Q57TT1; TbPYK enzyme, Kinase-Glo Plus ATP luminescence, 45 min; Potency, µM (highest dose often 76.8 µM), inactives show top-dose activity, negative = inhibition, most hits filed as inhibitors; 0.12% of 410,000 active; AID 624173; note: potency is the fitted concentration of half-maximal effect; nearly all actives have a fitted effect of over 50% in size
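Enzyme and substrate buffer are dispensed first and compound is pin-transferred. ADP at 130 uM final then starts the reaction, which runs 45 min at room temperature. Detection reagent is added for 10 min before luminescence is imaged.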
AmpC inh detg: blocks E. coli AmpC beta-lactamase in detergent assay | AmpC hydrolysis of nitrocefin, absorbance 480 nm, 0.01% Triton | AID 485294 | Potency, µM (doses to about 114 µM), for the others: at the top dose activity change, negative = inhibition, usual class: inhibitors | P00811 | 0.041% of 370,000 active;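 note: potency is the fitted concentration of half-maximal effect; 0% = no-compound wells and -100% = no-enzyme wells; nearly all actives have a fitted effect of over 25% in size; some results filed as inactive show a strong effect at the top dose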
Target sequence (P00811 whole entry, looked up): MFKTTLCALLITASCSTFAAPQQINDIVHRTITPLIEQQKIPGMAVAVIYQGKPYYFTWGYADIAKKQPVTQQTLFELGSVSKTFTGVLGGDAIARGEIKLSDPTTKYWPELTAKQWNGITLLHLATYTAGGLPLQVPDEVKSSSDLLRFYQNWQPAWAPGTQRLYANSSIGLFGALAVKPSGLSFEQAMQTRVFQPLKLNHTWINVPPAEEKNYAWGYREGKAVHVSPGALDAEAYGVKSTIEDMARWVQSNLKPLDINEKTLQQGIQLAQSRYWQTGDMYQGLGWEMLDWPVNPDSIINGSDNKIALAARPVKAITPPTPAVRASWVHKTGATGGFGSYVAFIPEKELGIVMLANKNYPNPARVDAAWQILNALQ
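20 mM phosphate pH 7.0 + 0.01% (detergent screen) or 0.0001% Triton X-100; 5.3 nM AmpC reagent; cpd preinc 15 min RT; nitrocefin (800 uM stock) to start; A480 q20 s × 4 min; Activity was normalised to no-enzyme and no-compound control wells.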
AmpC inh no detg: inhibitors of E. coli AmpC beta-lactamase without detergent; P00811; AmpC nitrocefin hydrolysis, absorbance 480 nm, 0.0001% Triton; 0.52% of 330,000 active; Potency, µM (top dose mostly 57.1 µM), without a hit: top-dose activity change, negative = inhibition, usual class: inhibitors;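 note: potency is the fitted concentration of half-maximal effect; plate controls were no compound for no effect and no enzyme for full effect; nearly all actives have a fitted effect of over 20% in size; some results filed as inactive show a strong effect at the top dose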
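20 mM phosphate pH 7.0 + 0.01% (detergent screen) or 0.0001% Triton X-100; 5.3 nM AmpC reagent; cpd preinc 15 min RT; nitrocefin (800 uM stock) to start; A480 q20 s × 4 min; Activity was normalised to no-enzyme and no-compound control wells.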
An asterisk follows results filed as active; ? = inconclusive; . = no result given; & = joins results of further samples; [ ] = another dose, or the depositor's remark. Unless noted, calls come from the whole dose curve; as a rule, active = well fitted curve in the direction sought with a large enough effect; inconclusive = small, poorly fitted or top-dose-only effect, or another doubt; inactive = no such curve, though single readings can be large; an effect the other way counts as inactive or inconclusive. Unless noted, % is set by controls: 0 for no effect and ±100 for the full control effect.

Values run as follows: AMA1 RON2 block	HCMV antiviral	HCV inh	LmPK inhibitor	TbPYK inhibitor	AmpC inh detg	AmpC inh no detg
> Cc1ccc(S(=O)(=O)NCCC(=O)N2CCN(C/C=C/c3ccccc3)CC2)cc1
→ 11%	15	?	.	3%	-14%	151%[activator]
> C[C@H](CO)N1C[C@H](C)[C@@H](CN(C)C(=O)Cc2ccccc2)OCc2cnnn2CCCC1=O
→ 3%	7	.	.	-2%	.	.
> CCN(CC)CCNc1ncnc2c1[nH]c1ccc(OC)cc12
→ .	.	.	2%	.	4%	59%
> Cc1ccc(/C=C2\Oc3cc(OC(=O)N4CCOCC4)ccc3C2=O)cc1
→ 1%	45	25%	2%	1%	-12%	-22%
> O=C(O)c1ccc(C(=O)O)c(C(=O)c2ccc(NC(=O)c3ccccc3)cc2)c1
→ 2%	76	12%	-7%	-1%	-5%	-19%
> CC(C)(C)c1ccc(C(=O)N2CCC(c3nc(-c4ccc(S(=O)(=O)N5CCCC5)cc4)no3)CC2)cc1
→ .	-36	.	.	-1%	-3%	.
> CC(C)CNc1nc(Oc2ccc(=O)n(C)n2)nc(N2CCOCC2)n1
→ 0%	103	6%	-1%	-9%	3%	-6%
> CC(C)c1nnc2n1N=C(c1ccc(Cl)cc1)CS2
→ -2%	67	-22%	1%	-1%	?	29%
> COc1ccc(Cl)cc1S(=O)(=O)NC(C)C(=O)NCc1cccnc1 (stereo not drawn)
→ 23%	0	24%	9%	-1%	-7%	1%
> CC(=O)N(Cc1cccnc1)c1nc2c(C)cc(C)cc2s1
→ .	?	.	.	0%[15.4 µM]	0%	.
> CCCN1C(=O)/C(=C/c2ccc(C)s2)SC1=Nc1ccc(OC)cc1
→ -9%	-15	-12%	0%	-4%	2%	-23%
> CCOC(=O)c1c(C(C)(C)C)oc2ccc(O)cc12
→ -1%	.	?	6%	-1%	-1%	33%
> CCC(CC)C(=O)Nc1nnc(SCc2cc(=O)c3ccccc3[nH]2)s1
→ .	-33	.	.	0%	-5%	.
> Cc1c(C(=O)N(CCC#N)c2ccccc2)sc2nc3n(c(=O)c12)CCCC3
→ -13%	?	-2%	-3%	2%	-10%	10%
> Cc1ccccc1NC(=O)CN1C(=O)C(C)(C)c2ccccc21
→ .	-4	.	.	1%	3%	.
> Nc1nc(/C=C/c2cccnc2)nc(-c2ccccc2O)n1
→ 20%	73	-24%	-2%	2%	-1%	-1%
> COc1cccc(CNC(=O)c2cccc(-n3c(C)nc4cccnc43)c2C)c1
→ .	?	.	.	-2%[15.4 µM]	21%	.
> O=C(NCCc1csc(-c2ccc(C(F)(F)F)cc2)n1)c1cccs1
→ -1%	-2	?	-3%	-1%	?	3%
> Cc1ccc(-n2nnnc2SCC(=O)c2cc(C)n(-c3cc(C)on3)c2C)cc1
→ -3%	-9	?	1%	-1%	-2%	-16%
> CCCCN(CCCC)C(=O)c1cc2c(=O)n3ccccc3nc2s1
→ .	?	.	.	4%	24%	.

2 entries drawn at random from the list so far:
Values run as follows: AMA1 RON2 block	HCMV antiviral	HCV inh	LmPK inhibitor	TbPYK inhibitor	AmpC inh detg	AmpC inh no detg
> CC(=O)N(Cc1cccnc1)c1nc2c(C)cc(C)cc2s1
→ .	?	.	.	0%[15.4 µM]	0%	.
> Cc1ccc(-n2nnnc2SCC(=O)c2cc(C)n(-c3cc(C)on3)c2C)cc1
→ -3%	-9	?	1%	-1%	-2%	-16%

Later entries:
Values run as follows: AMA1 RON2 block	HCMV antiviral	HCV inh	LmPK inhibitor	TbPYK inhibitor	AmpC inh detg	AmpC inh no detg
> Cc1ccc(C(=O)OCC(=O)Nc2c(C)n(C)n(-c3ccccc3)c2=O)cc1[N+](=O)[O-]
→ -2%	5	21%	2%	-1%	-7%	2%
> O=C(Nc1ccc(-c2nc3ncccc3o2)cc1)c1ccc([N+](=O)[O-])o1
→ -3%	-76*	3.5µM*	-1%	-1%	4%	-16%
> Cc1ccc(C(=O)NCc2ccc3c(c2)OCO3)cc1Cl
→ 1%	9	-25%	-4%	1%	-12%	-29%
> Cc1nnsc1C(=O)NC1CCCc2c1cnn2-c1ccc(C(C)(C)C)cc1 (stereo not drawn)
→ -12%	-76*	1.6µM*	7%	5%	-5%	66%[activator]
> CC1NC(=O)COC1c1ccccc1 (stereo not drawn)
→ 1%	-15	.	.	2%	.	.
> Cc1cccc(N(C)S(=O)(=O)c2cc3[nH]c(=O)c(=O)[nH]c3cc2C)c1
→ .	4	.	.	-4%	10%	.
> Cn1c(=O)cc(OCCCC(=O)N2CCN(Cc3ccc4c(c3)OCO4)CC2)c2ccccc21
→ 18%	142	0%	-5%	.	5%	168%[activator]
> Cc1cc(C)cc(NS(=O)(=O)c2c(C(=O)N3CCCCCC3)c(C)n(C)c2C)c1
→ -11%	-9	16%	1%	8%	6%	82%[activator]
> CC(=O)Nc1ccc(N/C=C/C(=O)c2ccccc2)cc1
→ -9%	24	12%	-8%	2%	?	-11%
> CC(C)CNC(=O)CCCSc1nc2ccccc2[nH]1
→ -8%	-25	-1%	-2%	-5%	0%	-16%
> COc1ccc(NC(=O)Cn2c(=O)n(CC(=O)NCc3ccco3)c(=O)c3ccccc32)cc1OC
→ -7%	43	-5%	2%	1%	2%	9%
> COc1cccc(CNc2ccc3c(c2)nc(C)n3C)c1OC
→ -2%	39	7%	-6%	-7%	7%	3%
> Cc1cc(C)nc(NC(=O)c2ccc(Cl)c(Cl)c2)n1
→ 8%	-19	8%	1%	0%	8%	1%
> CC(=O)NC(=S)Nc1ccc([N+](=O)[O-])cc1C
→ 6%	?	-7%	-1%	-3%	2%	3%
> Cc1ccc(S(=O)(=O)NCC(=O)OC(C)C(=O)Nc2ncc(Cl)cc2Cl)cc1 (stereo not drawn)
→ -1%	31	17%	-4%	-7%	?	-10%
> O=C(COC(=O)c1c[nH]c(=O)[nH]c1=O)Nc1ccccc1
→ 18%	12	13%	2%	3%	0%	-9%
> CCOC(=O)C1=C[C@@H](C(C)(C)C)N(S(=O)(=O)c2ccc(C)cc2)[C@H]1c1cccc2ccccc12
→ -7%	?	.	.	6%	.	.
> Clc1ccc(-c2nn3c(-c4ccncc4)nnc3s2)c(Cl)c1
→ .	.	.	5%	.	?	-19%
> CCCNC(=O)Cc1c(C)oc2ccccc12
→ 8%	-11	0%	3%	1%	14%	-3%
> CCCc1cc2c(cc1NC(=O)Cc1ccccc1)OCO2
→ 17%	-26	-19%	.	-1%	.	.

(next part)
Values run as follows: AMA1 RON2 block	HCMV antiviral	HCV inh	LmPK inhibitor	TbPYK inhibitor	AmpC inh detg	AmpC inh no detg
> COc1ccc(N(CC(=O)NC2CCCCC2C)S(=O)(=O)c2c(C)nn(C)c2C)cc1 (stereo not drawn)
→ -5%	-12	-2%	1%	4%	?	48%
> O=C(COCc1ccccc1)N[C@@H]1c2ccccc2CC[C@@H]1OCc1ccccc1
→ 21%	-15	?	.	5%	.	-3%
> CCOC(=O)N1CCN(S(=O)(=O)c2ccc(OCC)c(C)c2)CC1
→ -5%	15	?	3%	-12%	4%	75%[activator]
> CCOC(=O)C1(CCCc2ccccc2)CCN(C2CCN(C(C)=O)CC2)CC1
→ -4%	8	-30%	0%	1%	0%	126%[activator]
> Cc1ccnc(NS(=O)(=O)c2ccc(NC(=O)Cc3ccccc3)cc2)n1
→ 7%	-2	39%[activator]	-1%	-8%	3%	-32%
> O=C(Nc1ccc(Cl)cc1)OCc1cn(-c2ccc(Cl)cc2)nn1
→ 13%	0	-11%	-1%	-1%	-10%	-23%
> COc1cc(Cn2c(=O)oc3ccc(C)cc32)ccc1OCCC(C)C
→ .	11	.	.	5%	8%	.
> CCCS(=O)(=O)c1nc(S(=O)(=O)c2ccc(Cl)cc2)c(N2CCC(O)CC2)s1
→ 26%	?	-13%	2%	10%	-12%	35%
> CCOc1ccc(C2SCC(=O)Nc3c2c(=O)[nH]n3C2CCCCCC2)cc1 (stereo not drawn)
→ -11%	28	12%	-1%	-10%	3%	-33%
> CN1N=C(C(C)(C)C)CSC1=Nc1ccc(F)cc1
→ 0%	-30	-7%	-4%	2%	-2%	-19%
> COc1ccc(/C=C\c2onc(C)c2S(=O)(=O)N2CCC(C(=O)Nc3cccc(Cl)c3)CC2)cc1
→ .	?	.	.	-2%	-7%	.
> CC(C)CC(=O)Nc1ccc(C(=O)CN2CCC(C)CC2)cc1
→ 2%	20	0%	0%	1%	-1%	-20%
> COc1ccc2c(CNC3CCCCCC3)c(C(=O)O)n(Cc3ccc(C)cc3)c2c1
→ .	11	.	.	4%	0%	.
> COc1ccc(S(=O)(=O)NCCc2csc(-c3cccc(F)c3)n2)cc1OC
→ .	4	.	.	-1%	1%	.
> Fc1cccc(Cl)c1CSc1nnc2ccccn12
→ 0%	-22	22%	0%	1%	-4%	-12%
> CC(=O)c1cn(-c2ccc(Cl)cc2)c(=O)n(Cc2ccc(Br)cc2)c1=O
→ 1%	-25	11%	-23%	5%	-4%	-21%
> CCOc1ccc(C(CC(=O)O)NC(=O)Cc2ccccc2)cc1OC (stereo not drawn)
→ 0%	-30	20%	-8%	-1%	-7%	-14%
> Cc1[nH][nH]c(=O)c1N=Nc1ccccc1
→ -6%	1	12%	7%	-1%	?	-3%
> COc1ccccc1-c1cc(N)n(S(=O)(=O)c2ccc(F)c(C)c2)n1
→ -2%	-11	?	6%	1%	0%	-33%
> Cc1ccc(-c2nnn(CC(=O)N(CC(=O)NC3CCCC3)c3ccc(F)c(Cl)c3)n2)o1
→ -9%	-16	?	3%	3%	1%	-25%

(continued)
Values run as follows: AMA1 RON2 block	HCMV antiviral	HCV inh	LmPK inhibitor	TbPYK inhibitor	AmpC inh detg	AmpC inh no detg
> Fc1ccccc1CN1CCCC(NC2CCC2)C1 (stereo not drawn)
→ 0%	-27	21%	0%	2%	?	-14%
> Cc1cc(C)cc(NC(=O)CCc2c(C)nc3nc(CNC(=O)c4cccc(F)c4)nn3c2C)c1
→ .	-15	.	.	3%	8%	.
> COc1ccc(S(=O)(=O)N2CCSCC2)cc1
→ 1%	12	7%	-3%	2%	-13%	-7%
> c1ccc2cc(CC3=NCCN3)ccc2c1
→ -3%	8	5%	3%	-3%&0%	-3%	?
> Cc1cc(C)n(C(N)=NC(=O)c2ccc([N+](=O)[O-])cc2)n1
→ -7%	6	4%	12%	3%	-7%	-5%
> Cc1ccc(-n2c(SCc3nc(-c4ccccc4C)no3)nnc2-c2ccncc2)cc1C
→ .	17	.	.	2%	12%	.
> Cc1ccc(NC(=O)c2ccccc2SCC(=O)N2CCCC2)cc1S(=O)(=O)N(C)C
→ 93%[activator]	7	-7%	-8%	3%	0%	37%
> COC(=O)CN1C(=O)CSc2ncccc21
→ 6%	-9	-5%	1%	1%	-2%	7%
